# M4 antag: human M4 muscarinic receptor antagonists, primary screen, CHO cells, Fluo-8 calcium fluorescence | Muscarinic acetylcholine receptor M4 (Homo sapiens), P08173 | CHO-hM4 cells, ACh EC80 | inhibition, % at 3 µM | 360,000 tested, 0.73% active | AID 624125, 2012;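 active = inhibition above its plate's cutoff, the mean inhibition of sample wells plus 3 SD, cut at about 27% in these data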;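 also: 0% = acetylcholine EC80 with DMSO and 100% = DMSO without agonist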
# Target sequence (P08173 whole entry, looked up): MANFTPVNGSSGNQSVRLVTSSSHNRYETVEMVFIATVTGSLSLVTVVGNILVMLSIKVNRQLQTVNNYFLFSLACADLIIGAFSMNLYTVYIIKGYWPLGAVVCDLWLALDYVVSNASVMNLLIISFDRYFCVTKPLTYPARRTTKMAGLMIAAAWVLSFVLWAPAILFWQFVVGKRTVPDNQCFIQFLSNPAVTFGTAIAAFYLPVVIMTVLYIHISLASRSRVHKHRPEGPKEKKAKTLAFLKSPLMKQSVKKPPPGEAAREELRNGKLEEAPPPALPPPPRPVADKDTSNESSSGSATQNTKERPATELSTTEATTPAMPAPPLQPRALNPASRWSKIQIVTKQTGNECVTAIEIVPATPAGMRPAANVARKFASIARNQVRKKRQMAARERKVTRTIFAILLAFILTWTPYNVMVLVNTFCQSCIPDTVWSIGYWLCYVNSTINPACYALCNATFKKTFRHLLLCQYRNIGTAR
# CHRM5 agonist: human M5 muscarinic receptor agonists, primary screen, CHO-K1 cells, Fluo-8 calcium fluorescence; Muscarinic acetylcholine receptor M5 (Homo sapiens), P08912; CHO-K1 hM5 cells; 0% DMSO wells, 100% maximal acetylcholine response; activation, % at 3 µM; 360,000 tested, 0.19% active;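 active = activation above the run's mean over test compounds plus 3 SD, cut at about 23% in these data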;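 also: signal is peak over basal fluorescence ratio across the kinetic read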
# Target sequence (P08912 whole entry, looked up): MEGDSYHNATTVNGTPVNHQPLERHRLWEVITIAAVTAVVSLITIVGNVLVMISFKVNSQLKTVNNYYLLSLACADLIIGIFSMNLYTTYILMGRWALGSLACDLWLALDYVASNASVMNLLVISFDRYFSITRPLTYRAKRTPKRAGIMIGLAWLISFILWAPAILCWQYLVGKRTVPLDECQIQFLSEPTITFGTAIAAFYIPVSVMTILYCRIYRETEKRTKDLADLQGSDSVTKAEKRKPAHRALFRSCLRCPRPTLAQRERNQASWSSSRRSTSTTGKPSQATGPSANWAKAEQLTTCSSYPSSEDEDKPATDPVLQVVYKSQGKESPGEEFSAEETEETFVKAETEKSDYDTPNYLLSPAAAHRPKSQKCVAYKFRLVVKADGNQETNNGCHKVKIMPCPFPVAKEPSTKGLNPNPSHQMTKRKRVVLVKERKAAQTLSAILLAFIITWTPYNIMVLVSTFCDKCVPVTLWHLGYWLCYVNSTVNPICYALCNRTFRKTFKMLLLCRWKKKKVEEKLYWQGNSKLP
# M5 PAM: human M5 muscarinic receptor positive allosteric modulators, primary screen, CHO-K1 cells, Fluo-8 calcium fluorescence; CHO-K1 hM5, ACh EC20 PAM; 0% = ACh EC20, 100% = ACh EC100; Muscarinic acetylcholine receptor M5 (Homo sapiens), P08912; activation, % at 3 µM; 360,000 tested, 0.3% active; AID 624038, 2012;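 active = activation above the run cutoff, the mean activation of all test compounds plus 3 SD, cut at about 18% in these data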
#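 System: CHO-K1 hM5 cells. Reagent: acetylcholine, EC20 level. Compound dosing: single dose, 3 µM nominal final test concentration. Timing: Post-acetylcholine fluorescence recording 140 s. Detection: Fluo-8 calcium fluorescence. Read-out: % activation, ACh-normalized. Benchmarks: ACh EC20 and EC100 wells. Repeats: singlicate, one well per test compound.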
# M1 ag: human M1 muscarinic receptor agonists, primary screen, Fluo-8 calcium fluorescence, CHO-K1 cells, HTS. 360,000 tested, 0.33% active. CHO-K1 hM1, agonist mode; 0% DMSO, 100% acetylcholine EC100. Muscarinic acetylcholine receptor M1 (Homo sapiens), P11229. activation, % at 3 µM;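 active = activation above the run's mean compound activation plus 3 SD, cut at about 16% in these data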;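 also: peak over basal fluorescence ratio within a 140 s kinetic read after compound addition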
# M1 antag: human M1 muscarinic receptor antagonists, primary screen, CHO-K1 cells, Fluo-8 calcium fluorescence, 1536-well; Muscarinic acetylcholine receptor M1 (Homo sapiens), P11229; CHO-K1 hM1, ACh EC80 antagonist; inhibition, % at 3 µM; 360,000 tested, 1.3% active;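 active = percent inhibition above its own plate's cutoff, namely the mean of that plate's compound wells plus 3 SD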;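 also: peak over basal fluorescence ratio during 140 s after agonist addition; 0% = ACh EC80 plus DMSO and 100% = DMSO alone without agonist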
# TAAR1 ag: human TAAR1 agonists, primary screen, Fluo-8 calcium fluorescence, CHO RD-HGA16 cells. Trace amine-associated receptor 1 (Homo sapiens), Q96RJ0. vehicle wells 0%, saturating PEA agonist 100%. activation, % at 3 µM. 360,000 tested, 0.99% active;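 active = activation above the mean activation of all test compounds in the run plus 3 SD, cut at about 38% in these data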
#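 Assay system – CHO-derived RD-HGA16 cells with stable Gα16 and human TAAR1 · Compound dosing – one-point dosing at 3 µM (nominal) · Incubation – 17-24 h seeding, 75 min 37 °C dye, 30 min RT · Measured by – kinetic Fluo-8 calcium fluorescence · Control set – DMSO vehicle as 0%, PEA at EC100 as 100% · Repeats – single well for each compound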
# CHRM4 agonist: human M4 muscarinic receptor agonists, primary screen, CHO-K1 cells, Fluo-8 calcium fluorescence; Muscarinic acetylcholine receptor M4 (Homo sapiens), P08173; CHO-K1 hM4/Gqi5; vehicle 0%, full acetylcholine response 100%; activation, % at 3 µM; 360,000 tested, 0.14% active;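 active = activation above the run mean over all test wells plus 3 SD, cut at about 32% in these data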;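 also: peak over basal fluorescence ratio per well then scaled between controls; 0% = DMSO wells and 100% = acetylcholine at EC100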
# CHRM1 PAM: human M1 muscarinic receptor positive allosteric modulators, primary screen, CHO-K1 cells, Fluo-8 calcium fluorescence, 1536-well | CHO-K1 hM1, ACh EC20; 0% = ACh EC20, 100% = maximal ACh | activation, % at 3 µM | 360,000 tested, 0.088% active; in the data active = activation above about 19%, passing the limit was not always enough
# M5 antag: human M5 muscarinic receptor antagonists, primary screen, CHO cells, Fluo-8 calcium fluorescence; inhibition, % at 3 µM; 360,000 tested, 0.59% active; CHO-hM5 cells, ACh EC80; AID 624040, 2012; Muscarinic acetylcholine receptor M5 (Homo sapiens), P08912;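 active = inhibition above a per-plate cutoff, the mean of that plate's test compounds plus 3 SD, cut at about 27% in these data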;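 also: 0% = acetylcholine EC80 with DMSO and 100% = DMSO without agonist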
# The depositor's hits bear a star. These rows are one share of the data (hit frequency here may not be typical).
SMILES,M4 antag,CHRM5 agonist,M5 PAM,M1 ag,M1 antag,TAAR1 ag,CHRM4 agonist,CHRM1 PAM,M5 antag
C=CC(COCc1ccccc1)N(C(=O)OC(C)(C)C)S(=O)(=O)c1ccccc1Br (stereo not drawn),-18,-9,-2,-4,3,2,2,-5,2
COc1cccc(CNC(=O)CSCc2cnn(-c3ccccc3)c2-n2cccc2)c1OC,-4,-3,-8,-4,-1,8,4,0,8
COc1ccccc1CN1CC(C(=O)NCCSc2nnnn2C)CCC1=O (stereo not drawn),-4,-2,13,-1,-17,1,0,17,-12
N/C(=N\c1nc2ccccc2o1)NC(=O)c1cccc(Cl)c1,0,1,1,0,-14,3,1,18,1
C(=Nc1ccccc1)c1ccc[nH]1,2,4,9,0,-10,0,1,2,-3
Cc1nn(CCc2n[nH]c(=S)n2C)c(C)c1Br,1,1,6,-5,7,10,1,17,-14
CCOC(=O)CCCCC(=O)c1[nH]c(=O)[nH]c1CSc1nc2ccccc2[nH]1,12,-1,3,-5,-10,5,0,4,0
COc1ccc(S(=O)(=O)N2CCCC2C(=O)Nc2ccc(O)cc2)cc1 (stereo not drawn),-14,2,1,-3,-7,1,0,2,-3
Cc1ccc(-n2c(-c3nn(C)c(C)c3Cl)n[nH]c2=S)cc1,7,-5,-4,-3,-8,6,0,7,4
c1ccc(CNc2nc(NCc3ccccc3)c3sccc3n2)cc1,71*,32*,-21,32*,56*,74*,89*,-31,44*
CC1(C)Cc2nc(-c3ccccc3)nc(SCC(O)CO)c2CO1 (stereo not drawn),-5,-4,-9,-1,-4,0,3,5,10
Cc1ccccc1Sc1ccc(N)cn1,33*,-3,-8,-4,59*,3,4,-26,23
CC(C)(C)NC(=O)CN(Cc1cccnc1)C(=O)c1csnn1,-3,-1,3,-6,2,6,0,6,2
COC(=O)CN1C(=O)C(O)(CC(=O)c2ccc(Cl)cc2)c2ccccc21 (stereo not drawn),3,2,-9,-1,2,2,1,-2,8
CCn1ccnc1CN1CCC(n2nccc2NC(=O)CCc2ccccc2)CC1,-4,-5,5,-6,-17,2,0,13,-11
Cc1ccc([C@H]2C[C@H](n3cc(COC(=O)c4ccccc4)nn3)[C@@H](O)CN2C(=O)c2cccs2)cc1,-5,2,1,-1,10,3,9,-8,4
Cc1cccc(NC(=O)COc2cccc3c2CCN(Cc2ccccc2)C3=O)c1C,0,-4,-9,-11,-7,6,3,3,5
CCC1CCCCN1C(=O)c1noc(C(C)C)c1[N+](=O)[O-] (stereo not drawn),-5,1,-10,-6,-2,5,12,-4,6
CCc1onc(C)c1C(=O)Nc1cc(C)ccc1OC,-9,-4,3,-3,-14,10,0,6,-5
CCOc1ccccc1NC(=O)c1ccc(OCC)c([N+](=O)[O-])c1,2,3,0,-5,6,10,2,-5,0
COC(=O)CCCC1=CC2=C(c3ccccc3)C(=O)C(C)(OC(=O)C3CCCC3)C(=O)C2=CN1CCc1ccccn1 (stereo not drawn),2,1,-8,-5,-2,12,1,6,8
N/C(=N\OC(=O)CC1CCCCC1)c1ccc(Br)cc1,0,-4,4,-5,-7,-2,0,6,-11
CCCN(CCC)c1cc(Cl)nc(N)n1,0,-5,-5,-10,-4,1,0,9,-3
COc1ccc(CNC(=O)CN(C)S(=O)(=O)c2ccc(Br)s2)cc1,6,-2,-6,-5,4,-3,3,-4,18
CN1CCN(/C=N/c2c(C#N)cnn2C)CC1,3,-4,1,-5,7,3,0,3,8
O=C(O)C1CC(=O)N(CCc2ccccc2)C1 (stereo not drawn),5,-4,0,-5,-5,44*,0,6,8
CCCCOc1ccc(-c2ncc(N)cn2)cc1,9,5,-7,3,1,3,11,0,3
Cc1[nH]nc(SCC(=O)NCC(C)C)c1[N+](=O)[O-],-6,1,-10,0,-2,0,2,2,5
O=C(NCCCn1ccnc1)c1cn(-c2ccccc2)nc1-c1ccc(F)cc1,9,-1,4,-9,-1,11,2,3,1
Cc1ccc2c(c1)N(CCCC(=O)NCCCN1CCCC1=O)C(=O)CO2,2,1,-5,-1,-4,0,0,5,2
O=C(Cc1ccccc1)Nc1cccc(NC(=O)c2cccs2)c1,-3,1,-1,-4,3,5,4,-5,-1
Cc1ccc(C)c(N(C(=O)Cc2cccs2)C(C(=O)NC2CCCC2)c2ccc(C)o2)c1 (stereo not drawn),10,0,2,-5,1,-4,0,-1,-4
Cc1cn([C@H]2C[C@H](O)[C@@H](CNCc3ccc(N4CCN(C)CC4)cc3F)O2)c(=O)[nH]c1=O,-6,-1,8,-13,-19,2,2,9,-15
CC(c1ccccn1)N(C)C(=O)c1ccc2nc(Cc3ccccc3F)oc2c1 (stereo not drawn),-3,-3,1,-5,-11,0,1,7,-2
N#CC(c1ccccc1)(c1ncc(C(F)(F)F)cc1Cl)N1CCOCC1 (stereo not drawn),9,2,-6,-7,13,8,0,-4,1
COc1cccc(C(=O)OCC(=O)Nc2ccccc2N2CCOCC2)c1,-4,-3,-7,-2,-2,4,5,1,4
CCOC(=O)CC(=O)CSc1nnc2sc3ccccc3n12,-16,-9,35*,-4,-5,2,6,4,-15
Cc1ccc(NC(=O)CNC2CCS(=O)(=O)C2)cc1C (stereo not drawn),-3,0,3,-5,-8,5,2,8,2
CS(=O)(=O)N1CCCC(C(=O)Nc2cccc(F)c2)C1 (stereo not drawn),-15,6,18*,2,-35,0,1,32*,-5
COc1ccc(C(=O)COC(=O)COc2cccc3c2OC(C)(C)C3)c(OC)c1,-1,-4,-17,-2,-6,0,4,7,21
COC(=O)CSc1[nH]c2ccc(Br)cc2c1[N+](=O)[O-],10,-1,6,-3,-1,2,0,16,-7
COc1c(Cl)cc(Cl)cc1/C=N/n1cnnc1,14,-3,2,-2,9,0,0,-4,0
COc1ccc(Cc2noc(CN3CCNC(=O)CC3)n2)cc1OC,-7,-1,-5,-4,1,0,1,-2,-5
CCOC(=O)C1=NN(C(=O)Nc2cccc(C(F)(F)F)c2)C2C(=O)N(c3cccc(C(F)(F)F)c3)C(=O)C12 (stereo not drawn),8,0,0,-3,-10,5,1,6,5
C/C(=N\N=C1\NC(=O)CS1)c1cccs1,-3,-6,-2,-7,0,2,0,2,9
COc1ccccc1C(=O)NCc1ccccn1,3,-4,0,-7,-5,4,1,3,7
c1ccc(-c2noc(CC3CCCCC3)n2)cc1,-3,1,-2,-2,-7,3,0,3,-5
COc1ccc(Nc2nc(Cl)nc(Nc3ccc(OC)cc3OC)n2)c(OC)c1,-3,17,14,-12,-10,1,0,11,-11
COc1ccc(C2NC(=O)c3n[nH]c(C)c32)c(OC)c1 (stereo not drawn),-1,1,-1,1,-11,0,0,4,0
COc1ccccc1/C=N/Nc1cc(C)nc2ccc(C)cc12,12,-4,-2,-1,3,15,0,-3,2

# 3 entries out of the list above, arranged by the number in CHRM5 agonist, smallest number first.
Molecule	M4 antag	CHRM5 agonist	M1 ag	M1 antag	CHRM4 agonist	CHRM1 PAM	M5 antag
COC(=O)CSc1[nH]c2ccc(Br)cc2c1[N+](=O)[O-]	10	-1	-3	-1	0	16	-7
CCOC(=O)C1=NN(C(=O)Nc2cccc(C(F)(F)F)c2)C2C(=O)N(c3cccc(C(F)(F)F)c3)C(=O)C12 (stereo not drawn)	8	0	-3	-10	1	6	5
COc1ccc(Nc2nc(Cl)nc(Nc3ccc(OC)cc3OC)n2)c(OC)c1	-3	17	-12	-10	0	11	-11

# (further entries)
SMILES,M4 antag,CHRM5 agonist,M5 PAM,M1 ag,M1 antag,TAAR1 ag,CHRM4 agonist,CHRM1 PAM,M5 antag
COCCNC(=S)N(CCc1c(C)[nH]c2ccc(OC)cc12)Cc1cccnc1,-14,-3,-9,1,-2,2,1,18,21
C=CCN1C(=O)C2C3CC(=O)C(c4ccccc43)C2C1=O (stereo not drawn),3,-2,-1,-6,-1,1,1,9,6
CCOc1ccccc1NC(=O)CSc1nnnn1-c1ccc(C(=O)OC)cc1,13,2,-5,-4,-21,4,1,2,6
Cc1ccc(C(C(=O)Nc2ccc3c(c2)OCO3)N(C)C(=O)/C=C\c2ccc3c(c2)OCO3)cc1 (stereo not drawn),3,-4,0,-6,2,1,-2,0,-5
Cc1cccc(OCC(=O)O/N=C(\N)Cc2cccs2)c1,2,-2,4,-6,2,12,-1,-5,-11

# Among those listed so far, nine have an NH in an aromatic ring:
SMILES,M4 antag,CHRM5 agonist,M5 PAM,M1 ag,M1 antag,TAAR1 ag,CHRM4 agonist,CHRM1 PAM,M5 antag
C(=Nc1ccccc1)c1ccc[nH]1,2,4,9,0,-10,0,1,2,-3
Cc1nn(CCc2n[nH]c(=S)n2C)c(C)c1Br,1,1,6,-5,7,10,1,17,-14
CCOC(=O)CCCCC(=O)c1[nH]c(=O)[nH]c1CSc1nc2ccccc2[nH]1,12,-1,3,-5,-10,5,0,4,0
Cc1ccc(-n2c(-c3nn(C)c(C)c3Cl)n[nH]c2=S)cc1,7,-5,-4,-3,-8,6,0,7,4
Cc1[nH]nc(SCC(=O)NCC(C)C)c1[N+](=O)[O-],-6,1,-10,0,-2,0,2,2,5
Cc1cn([C@H]2C[C@H](O)[C@@H](CNCc3ccc(N4CCN(C)CC4)cc3F)O2)c(=O)[nH]c1=O,-6,-1,8,-13,-19,2,2,9,-15
COC(=O)CSc1[nH]c2ccc(Br)cc2c1[N+](=O)[O-],10,-1,6,-3,-1,2,0,16,-7
COc1ccc(C2NC(=O)c3n[nH]c(C)c32)c(OC)c1 (stereo not drawn),-1,1,-1,1,-11,0,0,4,0
COCCNC(=S)N(CCc1c(C)[nH]c2ccc(OC)cc12)Cc1cccnc1,-14,-3,-9,1,-2,2,1,18,21
